# BCLXL inh – Bcl-xL (human) inhibition; GST-Bcl-xL / FITC-Bim BH3 peptide fluorescence polarization; inhibition, % at 10.9 µM; 320,000 tested, 0.7% active;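 active = inhibition above the mean of all tested compounds plus 3 SD, cutoff set per campaign, cut at about 30% in these data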;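 also: 0% = DMSO wells and 100% = unlabeled Bim-BH3 peptide competitor; inhibitors lower millipolarization by displacing the labeled peptide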
# Target sequence (Q07817 whole entry, looked up): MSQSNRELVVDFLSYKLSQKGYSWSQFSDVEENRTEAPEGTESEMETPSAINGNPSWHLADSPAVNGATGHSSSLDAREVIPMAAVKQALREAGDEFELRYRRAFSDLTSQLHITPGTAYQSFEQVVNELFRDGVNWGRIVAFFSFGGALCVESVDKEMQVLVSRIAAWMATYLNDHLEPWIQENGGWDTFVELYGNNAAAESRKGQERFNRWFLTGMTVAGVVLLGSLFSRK
# PAFAH1B2 FP inh – inhibitors of human PAFAH1B2; inhibition, % at 3.39 µM; 340,000 tested, 1.2% active; recombinant PAFAH1B2, FP-rhodamine activity probe, fluorescence polarization; AID 492953;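 active = inhibition above the mean of all tested compounds plus 3 SD, cut at about 24% in these data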;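 also: 0% = enzyme with DMSO and 100% = wells lacking PAFAH1B2; many of its hits are not listed in these tables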
# AHR activator – human AHR activation; AHR-responsive luciferase reporter cells, luminescence; 320,000 tested, 2.5% active; AID 2796; activation, % at 5 µM; P35869; in the data active = activation above about 47%;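 also: 0% = vehicle wells and 100% = reference agonist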
# MCL1-BIM inh – disrupts human MCL1 binding to BIM-BH3 peptide. GST-MCL1 / FITC-Bim-BH3 fluorescence polarization. 320,000 tested, 0.68% active. inhibition, % at 10.9 µM;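 active = inhibition above the mean inhibition of all tested compounds plus 3 SD, set per campaign, cut at about 40% in these data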;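 also: 0% = DMSO wells and 100% = unlabeled Bim-BH3 peptide control; higher means more loss of mP so more displacement of Bim peptide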
# MEX-5 binding – C. elegans MEX-5 TCR-2 RNA binding activity; Q9XUB2; MEX-5/FITC-TCR2 RNA binding, fluorescence polarization; stronger effect = lower value; activity score (negative = inhibition of binding), % at 10 µM; 300,000 tested, 0.38% active; AID 1832;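 active = inhibition past about -25% in most replicates, and total fluorescence under double the plate's negative control median, limit read from the data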;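 also: 0% = DMSO and -100% = 5 µM competing unlabeled TCR2 RNA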
# pPAFAH FP inh – pPAFAH (human) enzyme inhibition; recombinant pPAFAH, FP-rhodamine probe fluorescence polarization; inhibition, % at 3.39 µM; 330,000 tested, 1.5% active; AID 463082;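 active = inhibition above the mean inhibition across the screen plus 3 SD, cut at about 25% in these data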;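 also: inhibitors block binding of the rhodamine activity-based probe so polarization drops; 0% = enzyme with DMSO and 100% = wells lacking pPAFAH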
# Fam108B counter – Fam108B inhibition, counter-screen for RBBP9 inhibitors; recombinant Fam108B, FP-Rh probe fluorescence polarization; inhibition, % at 9.51 µM; 300,000 tested, 0.33% active; AID 1947;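 active = inhibition above the screen mean inhibition plus 3 SD, computed separately per campaign, cut at about 18% in these data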;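 also: inhibitors lower polarization as less probe binds the enzyme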
# GLD-1 RNA inh – GLD-1-TGE RNA interaction inhibition (C. elegans); AID 2280; Q17339; inhibition, % at 5.96 µM; 320,000 tested, 0.44% active; purified GLD-1 + fluorescein TGE RNA, fluorescence polarization;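 active = percent inhibition above a per-plate cutoff, the plate mean of test compounds plus 3 SD, cut at about 30% in these data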;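 also: 0% = DMSO wells with GLD-1 and probe and 100% = wells lacking GLD-1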
# Target sequence (Q17339 whole entry, looked up): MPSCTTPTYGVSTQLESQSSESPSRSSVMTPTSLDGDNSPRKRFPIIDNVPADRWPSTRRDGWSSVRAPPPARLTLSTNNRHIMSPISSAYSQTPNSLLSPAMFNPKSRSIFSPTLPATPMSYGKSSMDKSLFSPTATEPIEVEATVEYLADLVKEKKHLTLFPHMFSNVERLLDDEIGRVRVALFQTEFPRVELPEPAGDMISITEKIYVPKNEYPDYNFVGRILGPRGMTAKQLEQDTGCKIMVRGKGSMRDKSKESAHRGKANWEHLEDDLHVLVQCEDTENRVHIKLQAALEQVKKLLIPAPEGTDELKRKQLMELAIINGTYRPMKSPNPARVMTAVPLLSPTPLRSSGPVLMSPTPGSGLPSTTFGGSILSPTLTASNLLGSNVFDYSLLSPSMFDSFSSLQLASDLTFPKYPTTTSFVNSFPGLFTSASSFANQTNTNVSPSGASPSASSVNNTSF
# PME-1 inh – PME-1 (human) inhibition. inhibition, % at 5.9 µM. Q9Y570. recombinant PME-1, FP-Rh probe fluorescence polarization. 320,000 tested, 0.53% active;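 active = inhibition above the campaign mean of all compounds plus 3 SD, cut at about 26% in these data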;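 also: competitive labeling of PME-1 active site by serine hydrolase directed probe; 0% = PME-1 with DMSO and 100% = wells lacking PME-1 enzyme; inhibitors block probe labeling so polarization falls and inhibition rises; many of its hits are not listed in these tables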
# Target sequence (Q9Y570 whole entry, looked up): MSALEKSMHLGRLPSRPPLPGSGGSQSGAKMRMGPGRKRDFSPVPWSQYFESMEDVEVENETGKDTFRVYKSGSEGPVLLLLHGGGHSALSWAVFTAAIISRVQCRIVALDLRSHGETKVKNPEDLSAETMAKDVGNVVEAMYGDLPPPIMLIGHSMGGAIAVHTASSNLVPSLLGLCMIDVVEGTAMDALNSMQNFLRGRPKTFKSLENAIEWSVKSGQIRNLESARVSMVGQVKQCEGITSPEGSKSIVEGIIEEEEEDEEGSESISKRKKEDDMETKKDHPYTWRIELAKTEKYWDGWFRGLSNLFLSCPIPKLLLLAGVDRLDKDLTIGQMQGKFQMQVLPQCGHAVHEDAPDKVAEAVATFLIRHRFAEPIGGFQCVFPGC
# * = called active by the depositor; x = no result given.
cpd	Compound	Fam108B counter	BCLXL inh	MCL1-BIM inh	GLD-1 RNA inh	PME-1 inh	AHR activator	PAFAH1B2 FP inh	MEX-5 binding	pPAFAH FP inh
1	NS(=O)(=O)OCc1ccc(C(F)(F)F)cc1	2.3	1.7	0.5	0.6	-0.8	-1.7	-1.6	0.8	2.3
2	O=C(CSC1=NS(=O)(=O)c2ccccc2N1)NCc1ccc(F)cc1	2.3	-3.0	0.9	3.4	-1.4	-0.4	1.7	-1.6	0.3
3	O=C(NC(=S)NCC1CCCO1)c1ccccc1[N+](=O)[O-] (stereo unspecified)	-3.7	4.7	8.0	3.7	-1.3	1.2	x	-0.7	0.3
4	Cc1ccccc1C1=N/C(=C/c2cccs2)C(=O)O1	2.5	2.3	6.7	0.8	1.9	-0.1	0.0	-27.5*	3.0
5	Cc1onc(-c2c(Cl)cccc2Cl)c1C(=O)O/N=C(\C#N)c1ccccc1	8.2	1.5	-4.6	3.1	-17.1	0.2	11.5	-2.3	-5.6
6	CCn1c(SCC(=O)Nc2ccc3c(c2)OCCO3)nnc1C1CC1	-3.1	1.8	-1.4	-3.8	-4.7	6.0	4.6	2.1	1.7
7	Fc1ccc(NCc2n[nH]c(=S)n2Cc2ccccc2)cc1	-5.1	-17.0	-5.7	3.3	0.9	0.3	11.4	0.2	2.2
8	O=C(O)CCC(=O)Nc1cccc(-c2nnc(-c3ccccc3)o2)c1	5.8	2.5	7.1	-4.1	-2.7	18.1	4.2	3.4	3.0
9	CS(=O)(=O)N1N=C(c2ccccc2)CC1c1cccs1 (stereo unspecified)	-7.7	0.2	10.0	-0.5	0.0	1.8	8.3	-1.5	5.3
10	O=C(COC(=O)c1ccccc1Br)NC1CCCCCCC1	x	x	x	2.3	x	-1.4	12.3	x	32.0*
11	O=C(CCn1c(=O)c2ccccc2n(Cc2cccc([N+](=O)[O-])c2)c1=O)N1CCc2ccccc2C1	-2.9	5.7	0.1	5.6	8.5	-1.9	-4.3	-0.2	5.1
12	Cc1nn(-c2ccccc2)nc1CNC(=O)c1ncoc1-c1ccccc1	3.5	1.9	-2.4	4.6	0.0	5.0	5.2	x	0.8
13	CC12CCC(C(=O)Nc3nc4ccc(Br)cc4s3)(OC1=O)C2(C)C (stereo unspecified)	-4.8	7.5	5.3	2.5	1.3	24.4	4.1	2.0	9.3
14	COc1ccc(OC)c(N=c2ssnc2Cl)c1	4.4	4.4	11.1	2.5	-5.1	11.4	4.1	1.8	22.2
15	c1nc(NCC2(N3CCOCC3)CCCCC2)c2ccsc2n1	3.2	5.0	7.9	0.9	0.9	1.5	4.3	-3.1	-2.4
16	O=C(COc1ccccc1)Nc1cc(NC(=O)COc2ccccc2)cc(C(=O)O)c1	-5.5	3.9	0.3	6.5	-9.8	3.1	4.8	1.9	-1.2
17	CCNC(=O)NS(=O)(=O)c1cnccc1Nc1cccc(Cl)c1	3.7	-4.4	-7.4	0.4	-0.5	0.8	2.0	0.8	-0.7
18	CC(C)(C)C1CCC2(CC1)SCC(=O)N2c1ccccc1 (stereo unspecified)	2.6	-3.2	1.6	2.5	3.5	-1.8	2.6	1.8	5.4
19	Cc1ccc(S(=O)(=O)N2CCOCC2)cc1NC(=O)COC(=O)COc1ccccc1[N+](=O)[O-]	x	x	x	-3.6	x	2.7	-1.5	x	3.3
20	O=C(CC1SC(=Nc2ccc(OC(F)F)cc2)N(CCN2CCOCC2)C1=O)Nc1ccccc1 (stereo unspecified)	3.0	5.7	1.6	9.1	-6.8	2.8	-0.7	x	3.2
21	CN(/N=C/c1cccnc1)c1cnn(-c2ccc(F)c(Cl)c2)c(=O)c1Cl	-5.2	-5.3	-2.7	4.4	-3.1	24.5	5.9	0.1	5.2
22	COC(=O)c1ccc(/C=N/Nc2nc3ccccc3[nH]2)cc1	2.2	-6.4	-7.8	4.3	-43.8	48.1*	1.4	0.3	-3.4
23	CSc1ccc(CN2CCC(n3nccc3NC(=O)C3CCOC3)CC2)cc1 (stereo unspecified)	0.0	-2.0	1.9	7.4	2.3	0.3	1.2	-0.9	3.5
24	CCOC(=O)c1c(S(=O)(=O)NCC(=O)Nc2ccc(F)cc2)c(C)n(C)c1C	-3.7	10.2	4.5	-10.3	1.0	1.5	0.5	-0.2	4.0
25	O=C(/C=C/c1ccc(F)cc1)NC(=S)NNC(=O)c1cnccn1	3.2	8.3	15.8	4.6	2.6	-0.1	4.7	-7.2	4.6
26	O=C1/C(=C/c2ccccn2)COc2ccccc21	2.6	2.7	4.9	0.9	3.8	-0.1	4.1	-0.1	-1.8
27	COCCNS(=O)(=O)c1ccc2c(c1)n(C)c(=O)n2C	1.8	6.2	1.6	3.7	4.9	-2.8	2.7	-0.8	3.6
28	COc1ccc(C(=O)c2ccccc2)c2c(O)ccc(C(=O)c3ccccc3)c12	-2.5	6.7	-2.6	2.8	-1.4	-1.0	1.4	-0.6	6.2
29	O=C(COC(=O)c1ccc(O)cc1)Nc1ccc2[nH]c(=O)[nH]c2c1	1.2	1.0	-2.7	-4.5	1.6	6.6	-0.5	0.9	-0.1
30	Cc1ccccc1NS(=O)(=O)c1cc(C(=O)Nc2cccc([N+](=O)[O-])c2)ccc1C	-4.8	-0.9	2.6	5.3	-18.0	20.3	-2.5	-0.4	-4.2
31	O=C(NCc1ccco1)c1ccc(Br)s1	3.7	7.8	6.5	4.0	-2.8	-0.7	-1.1	-1.3	5.8
32	Nn1c(SCC(=O)Nc2ccc(F)cc2)nnc1C1CCCCC1	1.6	-0.2	0.9	5.4	-1.3	-0.2	8.1	0.2	-2.0
33	N#CCC(=O)Nc1sc2c(c1C(N)=O)CCCC2	-2.1	-2.0	-3.3	-8.2	3.3	0.9	-0.5	1.0	32.7*
34	Cc1ccc(Nc2nc(OC(C(F)(F)F)C(F)(F)F)nc(N3CCOCC3)n2)cc1	-1.9	0.8	2.7	10.1	2.8	14.0	2.1	1.5	0.2
35	Cc1cccc(NC(=S)NCCN2CCOCC2)c1C	0.5	-3.0	5.4	-1.8	3.4	-2.5	3.2	-1.2	6.3
36	O=C(NCc1cccc(Cl)c1)c1ccc2c(c1)OCO2	-2.4	-1.5	0.3	1.1	5.7	27.5	3.1	1.3	0.6
37	COc1ccccc1CNC(=O)c1ccc(OCc2c(C)noc2C)c(OC)c1	-0.9	-3.2	-0.4	5.1	0.1	-1.8	-2.3	1.9	-0.7
38	O=C(N/N=C(\Cc1ncc[nH]1)c1ccccc1)c1ccccc1	-1.7	-6.2	1.0	-7.2	-4.9	5.3	x	0.7	3.2
39	COc1cccc(CNC(=O)C2CCC(CNc3c(N4CCC(C)CC4)c(=O)c3=O)CC2)c1 (stereo unspecified)	3.0	5.4	2.3	-1.8	-7.3	-0.2	-3.8	3.2	1.9
40	CC(=O)NS(=O)(=O)c1ccc(NC(=O)c2ccccc2F)cc1	-5.3	1.7	-2.2	-1.8	-0.7	-0.2	4.7	-1.6	0.9
41	CCOc1cc(C(=S)N2CCOCC2)ccc1OC	3.6	2.3	-6.9	6.5	2.2	0.7	-0.5	1.1	-4.4
42	COc1cccc(Oc2nc3ncn(Cc4ccccc4)c3c(=O)n2C)c1	4.8	1.6	1.4	2.2	0.5	9.5	4.3	0.2	2.8
43	CC(=O)c1c(C)[nH]c(C(=O)COC(=O)c2c(C)noc2C)c1C	x	-5.0	-7.6	6.3	-1.4	0.9	0.9	x	2.3
44	O=C(N1CCCC1)n1c(Cc2ccccc2)nc2ccccc21	1.7	4.3	4.4	-6.8	-0.4	-2.0	-0.2	3.6	0.6
45	N#Cc1nnn(-c2cc(Cl)cc(Cl)c2)c1N	-0.7	1.8	0.7	-2.0	0.0	-0.9	7.5	-1.5	-2.9
46	Cc1cccc(C)c1NC(=O)c1c(O)c2ccccc2[nH]c1=O	-4.5	4.4	0.1	3.2	-9.1	37.2	-1.3	0.8	-2.8
47	Cc1[nH]n(-c2ccc(Cl)cc2)c(=O)c1/C=N/n1c(C)nc2ccccc2c1=O	0.8	4.3	5.8	-3.3	2.0	18.7	2.6	0.2	3.3
48	COC(=O)c1c(C)cc(OC(C)=O)c(C)c1OC(C)=O	0.2	-3.3	3.1	-1.5	2.2	8.5	0.7	-0.7	-1.1
49	Cc1ccc(OCC(=O)N(Cc2ccccc2)c2c(N)n(Cc3ccccc3)c(=O)[nH]c2=O)c(C)c1	0.9	-4.6	-6.2	2.6	1.1	1.2	3.0	-0.2	0.3
50	COc1ccc(NC(=S)NNC(=O)c2ccco2)c(OC)c1	-0.5	5.6	14.9	3.8	4.2	0.3	1.6	-7.8	-1.4
51	CC(C)C(=O)NC(=S)Nc1ccc(S(=O)(=O)N(C)Cc2ccccc2)cc1	-7.8	7.9	12.4	8.3	-3.8	2.3	0.4	-3.1	1.5
52	CCN1CCN(S(=O)(=O)c2ccc(Cl)c(C(=O)N(C)Cc3cccs3)c2)CC1	x	0.3	-3.6	-0.9	8.0	0.3	4.8	x	2.6
53	CCc1nc(N2CCCC(C)C2)c2oc3ccccc3c2n1 (stereo unspecified)	-2.5	1.2	3.9	5.5	-8.7	44.0	5.2	x	13.8
54	O=C(Nc1n[nH]c(=S)s1)c1ccco1	0.3	3.1	-0.1	2.1	0.9	7.2	2.8	-4.4	-2.5
55	CC(C)CC(NS(=O)(=O)c1ccc2c(c1)oc(=O)n2C)C(=O)NC1CCCc2ccccc21 (stereo unspecified)	-3.3	-2.5	2.7	2.4	-3.7	-0.2	5.6	0.0	-4.8
56	COc1ccc2[nH]c(=O)c(CN(Cc3cccs3)Cc3nnnn3C(C)(C)C)cc2c1	-2.7	6.7	3.6	0.3	-4.4	2.9	1.2	1.4	1.3

# (continued)
cpd	Compound	Fam108B counter	BCLXL inh	MCL1-BIM inh	GLD-1 RNA inh	PME-1 inh	AHR activator	PAFAH1B2 FP inh	MEX-5 binding	pPAFAH FP inh
57	O=C(COc1ccc([N+](=O)[O-])cc1)Nc1cccnc1	-1.1	-11.3	-12.0	-14.9	-4.4	8.6	3.0	-6.3	-0.5
58	Cc1cccc(C)c1NC(=O)CCS(=O)(=O)c1ccc(Br)cc1	-2.0	0.4	-1.8	2.0	3.8	1.5	19.6	1.4	2.9
59	COc1ccc(OCC(O)CNCCNc2nccc(C(F)(F)F)n2)cc1 (stereo unspecified)	2.2	4.6	3.4	1.0	1.0	-0.9	1.4	0.5	4.9
60	N#Cc1c(C(F)(F)F)cc(-c2cccs2)nc1SCc1cccnc1	-1.2	5.1	-5.0	5.6	-1.0	6.5	5.9	-3.2	2.4
61	CC(C)Cc1nnc(NC(=O)c2ccc3c(c2)NC(=O)C(C)S3)s1 (stereo unspecified)	0.0	-4.4	-12.3	3.7	-2.1	17.9	1.3	-1.0	2.4
62	COCCNC(=O)/C(C#N)=C/c1cccs1	-1.2	6.1	-0.8	2.2	-4.5	0.6	6.2	x	5.5
63	NS(=O)(=O)c1ccc(N/N=C/c2ccc(O)cc2O)c([N+](=O)[O-])c1	6.5	8.8	1.4	3.8	17.9	-4.3	2.7	-3.6	13.5
64	CSc1ncccc1C(=O)NCC(c1cccs1)N1CCOCC1 (stereo unspecified)	2.6	2.2	2.5	5.8	1.0	1.6	-4.6	2.9	2.4
65	Cc1cccc(C)c1NC(=O)C(NC=O)c1ccccc1Cl (stereo unspecified)	-2.6	0.4	3.0	7.4	-1.1	0.8	4.4	-2.2	-11.1
66	CCN(CC(=O)N1CCC(C)CC1)S(=O)(=O)c1ccc(C)cc1	-2.1	-0.9	-2.5	1.7	-7.1	1.8	-0.5	0.4	-10.7

# Only part of the results is shown; the hit share may differ from the screen's.
